High-throughput results (PubChem BioAssay)
PLC-gamma1 inh: PLC-gamma1 enzyme inhibitors, primary screen, biochemical, fluorescence, purified enzyme. fluorogenic substrate. inhibition, % at 12.2 µM. 370,000 compounds, 0.84% hits. AID 720700, 2013; in the data active = inhibition above about 9.5%
MBD2 inh: inhibitors of MBD2 binding to methylated DNA, primary screen, biochemical, TR-FRET, DNA-binding domain, human. MBD2 binding to methylated oligonucleotide. inhibition, % at 4.4 µM. 370,000 compounds, 0.31% hits. AID 686964, 2013; in the data active = inhibition above about 13%
Target sequence (Q9UBB5 whole entry, looked up, the tested form may be a part): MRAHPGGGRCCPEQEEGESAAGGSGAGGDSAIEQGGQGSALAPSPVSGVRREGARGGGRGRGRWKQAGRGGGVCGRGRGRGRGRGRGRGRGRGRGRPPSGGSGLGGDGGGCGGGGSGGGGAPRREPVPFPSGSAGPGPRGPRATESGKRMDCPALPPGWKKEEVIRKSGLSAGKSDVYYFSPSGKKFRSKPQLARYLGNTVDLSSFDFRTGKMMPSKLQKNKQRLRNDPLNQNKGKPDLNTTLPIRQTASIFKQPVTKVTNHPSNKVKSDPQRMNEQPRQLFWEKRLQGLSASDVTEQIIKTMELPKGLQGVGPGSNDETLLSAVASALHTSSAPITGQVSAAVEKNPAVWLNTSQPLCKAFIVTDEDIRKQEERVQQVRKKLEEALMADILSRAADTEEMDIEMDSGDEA
UHRF1 MBD2 ctr: UHRF1 methylated DNA binding inhibitors, primary screen, counter-screen for MBD2 inhibitor project, biochemical, TR-FRET, human UHRF1, single concentration; E3 ubiquitin-protein ligase UHRF1 (Homo sapiens), Q96T88; UHRF1 binding to methylated oligo; inhibition, % at 4.4 µM; 370,000 compounds, 0.75% hits; in the data active = inhibition above about 21%;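 also: UHRF1 SRA domain binding a hemimethylated CpG hairpin DNA probe; 0% = median of test compound wells and 100% = reference inhibitor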
ADAM17 inh: ADAM17 inhibitors, primary screen, biochemical, QFRET. Disintegrin and metalloproteinase domain-containing protein 17 (Homo sapiens), P78536. recombinant ADAM17, EDANS/DABCYL FRET peptide cleavage. inhibition, % at 6.95 µM. 370,000 compounds, 0.83% hits;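 active = inhibition above the mean of compounds lying between control limits plus 3 SD, set per campaign, cut at about 8.5% in these data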;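 also: 0% = DMSO-only wells as the low control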
DDE Tn7 FP inh: inhibitors of Tn7 peptide binding to fibrin DD(E), primary screen, biochemical, fluorescence polarization, human fibrin, Tn7 probe. Fibrinogen beta chain (Homo sapiens), P02675. FP displacement of FITC-Tn7 peptide from fibrin DD(E); 0% = median of compound wells per plate. inhibition, % at 8.3 µM. 370,000 compounds, 0.13% hits. AID 720508, 2013;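 active = inhibition above the mean of compounds falling within the control limits plus 3 SD of them, cut at about 14% in these data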;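 also: 0% = plate median of compound wells and 100% = 10 µM Aha-Tn7 peptide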
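Assay system: Human clot-derived fibrin DD(E) complex | Buffer or medium: Tris/NaCl/CaCl2 buffer, pH 7.8 | Repeats: One replicate per compound | Benchmarks: Aha-Tn7 high control | Measure: % inhibition scaled between sample-field median and high-control FP | Schedule: 10 min plus 3 h, room temperature | Signal: Fluorescence polarization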
ARFGAP1 inh: inhibitors of rat ARFGAP1 GAP activity, primary screen, biochemical, fluorescence polarization, GDP tracer; ADP-ribosylation factor GTPase-activating protein 1 (Rattus norvegicus), Q62848; Arfgap1-stimulated ARF1 GTP hydrolysis, GDP FP detection; inhibition, % at 16.5 µM; 360,000 compounds, 0.26% hits; AID 651572, 2012;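 active = inhibition above a per-plate limit, mean inhibition of low control wells plus 3 SD, cut at about 25% in these data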;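 also: 0% = DMSO wells with enzyme and 100% = wells lacking Arfgap1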
Target sequence (Q62848 1-136 limits assumed): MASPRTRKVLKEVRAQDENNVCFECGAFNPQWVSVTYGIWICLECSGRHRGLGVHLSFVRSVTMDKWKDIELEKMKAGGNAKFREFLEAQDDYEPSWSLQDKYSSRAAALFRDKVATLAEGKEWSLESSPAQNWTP
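Material – truncated rat Arfgap1 GAP domain · Buffer or medium – HEPES-based buffer, pH 7.5 · Reagent – human ARF1(Δ1-17)-GTP substrate · Dosing – 16.5 µM single point, 1.26% DMSO · Schedule – GTP hydrolysis reaction 2 h at 25 °C · Technique – GDP detection by fluorescence polarization · Benchmarks – No-Arfgap1 wells (100%) versus DMSO full-reaction wells (0%) · Repeats – single replicate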
proKLK7 act: proKLK7 zymogen activators, primary screen, biochemical, fluorescence intensity; activation, % at 7 µM; Kallikrein-7 (Homo sapiens), P49862; 370,000 compounds, 0.9% hits; purified proKLK7, EDANS-DABCYL substrate fluorescence; 100% is mature enzyme control, 0% vehicle;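 active = activation above the mean of all tested compounds plus 3 SD, computed per campaign excluding outliers beyond control limits, cut at about 13% in these data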
ASAP1 GAP inh: inhibitors of human ASAP1 ArfGAP activity, primary screen, biochemical, fluorescence polarization | inhibition, % at 16.5 µM | 360,000 compounds, 0.19% hits | Arf-GAP with SH3 domain, ANK repeat and PH domain-containing protein 1 (Homo sapiens), … | ASAP1-stimulated ARF1 GTP hydrolysis, GDP FP detection; in the data active = inhibition above about 25%;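 also: 0% = vehicle with enzyme and substrate and 100% = no enzyme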
Target sequence (Q9ULH1 325-724 limits assumed): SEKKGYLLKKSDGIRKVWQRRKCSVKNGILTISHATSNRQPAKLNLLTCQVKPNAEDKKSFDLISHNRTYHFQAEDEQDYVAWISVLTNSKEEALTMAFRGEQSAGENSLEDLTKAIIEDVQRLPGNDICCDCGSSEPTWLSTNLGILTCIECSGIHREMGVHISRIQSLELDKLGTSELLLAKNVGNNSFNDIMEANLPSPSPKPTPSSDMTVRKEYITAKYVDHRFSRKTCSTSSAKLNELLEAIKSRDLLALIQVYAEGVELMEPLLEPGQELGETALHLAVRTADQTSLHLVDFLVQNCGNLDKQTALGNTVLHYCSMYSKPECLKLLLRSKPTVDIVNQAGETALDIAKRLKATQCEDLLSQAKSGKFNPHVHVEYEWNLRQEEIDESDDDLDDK
PLC-beta3 inh: human PLC-beta3 inhibitors, primary screen, biochemical, fluorescence. 370,000 compounds, 0.18% hits. Purified PLC-beta3, fluorogenic substrate. 1-phosphatidylinositol 4,5-bisphosphate phosphodiesterase beta-3 (Homo sapiens), Q01970. inhibition, % at 12.2 µM. AID 720704, 2013; in the data active = inhibition above about 11%;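 also: 0% = median of compound wells on plate and 100% = full blocker control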
Tn6 DDE FP: inhibitors of Tn6 peptide binding to fibrin DD(E), primary screen, biochemical, fluorescence polarization, human fibrin, Tn6 probe; Fibrinogen beta chain (Homo sapiens), P02675; Fibrin DD(E) TRITC-Tn6 fluorescence polarization displacement; inhibition, % at 8.3 µM; 370,000 compounds, 0.21% hits; AID 720509, 2013;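 active = inhibition above a per-campaign cutoff: mean of compounds within control limits plus 3 SD, cut at about 15% in these data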;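 also: 0% = median of all compound wells on the plate and 100% = blocking peptide control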
Active calls of the source: *; i = inactive; . = not tested or not shown. These rows are one share of the data. The share of hits here may be higher or lower than overall.

SMILES	PLC-gamma1 inh	MBD2 inh	UHRF1 MBD2 ctr	ADAM17 inh	DDE Tn7 FP inh	ARFGAP1 inh	proKLK7 act	ASAP1 GAP inh	PLC-beta3 inh	Tn6 DDE FP
CCOC(=O)C1CCN(C(C)C(=O)c2c(C)[nH]c3cc(C)ccc23)CC1 (configuration not stated)	-0.3	-1.2	4.2	-4.1	-1.2	5.6	0.8	-3.2	-0.9	-10.3
CCCC1CCCCC12C(=O)NC(=O)NC2=O (configuration not stated)	1.0	-5.5	-1.8	-1.4	6.7	-1.4	-0.2	-0.9	2.3	7.2
C=Cn1ccnc1P(=S)(c1c(C)nn(-c2ccccc2)c1C)c1nccn1C=C	2.7	-2.7	5.9	-2.1	-8.9	10.0	0.1	15.3	1.0	-2.8
Brc1ccc2[nH]cc(/C=N/N3CCCCC3)c2c1	-1.1	2.6	-2.1	-3.2	1.6	-1.6	-0.1	2.5	0.2	-11.2
N=c1sc2c(n1Cc1ccccc1)CCCC2	-0.9	1.6	1.2	-3.7	1.9	6.7	-0.3	-2.6	-1.6	1.4
Cc1ccc(-n2c(/C=C/c3ccccn3)nc3ccccc3c2=O)cc1	-1.8	7.6	4.7	-4.5	3.5	4.7	-0.1	4.6	-6.2	-9.4
COc1ccc2[nH]cc(CCN=C(N)N)c2c1	2.1	1.3	-1.6	-2.2	4.4	-8.1	-0.1	6.9	1.6	10.3
O=C(c1ccccc1F)c1cn(CC(=O)N2CCCC2)c2ccccc12	3.7	-2.5	1.3	-0.3	-5.6	3.7	0.1	16.6	4.3	5.9
COc1ccc(OCC(=O)N2CCN(Cc3ccc(SC)cc3)CC2)cc1	-0.3	0.4	3.7	-6.7	2.0	-4.8	-0.1	-10.2	-6.2	-5.1
O=C1CN(O)C(c2ccccc2)=c2cc(Br)ccc2=N1	2.2	3.0	0.0	-2.9	9.1	-6.7	-1.1	5.6	-3.1	11.1
COC(=O)C1=C(c2ccc(S(C)(=O)=O)cc2)C[C@@H]2CC[C@H]1N2C(=O)NC1CCCCC1	2.7	2.7	4.3	3.2	6.5	-2.8	-0.5	-0.5	1.4	-2.2
COC(=O)C1=C(c2ccc(Cl)c(C(F)(F)F)c2)C[C@@H]2CC[C@H]1N2C(=O)N1CCC(O)(c2ccc(Cl)cc2)CC1	2.2	1.6	0.3	9.5*	-10.7	11.0	-0.1	3.8	1.7	6.4
CCOc1ccc(C2C(C#N)=C(N)Oc3c2c(=O)oc2ccccc32)cc1 (configuration not stated)	-4.7	0.0	0.7	-4.2	-2.2	7.0	0.7	-2.1	-5.6	1.1
O=C1NCN(c2ccccc2)C12CCN(C(c1cccc3ccccc13)c1nnnn1Cc1ccccc1)CC2 (configuration not stated)	0.1	-4.3	0.3	9.9*	-0.8	-3.6	-0.3	0.9	-0.6	-0.4
CC(=NCc1ccco1)c1c(O)n(-c2ccccc2)c(=O)[nH]c1=O	-0.3	4.5	-1.1	-1.4	0.8	8.5	0.0	7.9	2.1	-0.9
CC1=C[C@@H]2c3cccc4[nH]cc(c34)C[C@H]2N(C)C1	-118.1	-1.5	8.3	-25.4	11.5	1.4	2.2	3.0	-164.8	-4.1
CC12CN3CCN(CC(C3)/C1=N/NC(N)=O)C2	-7.0	-0.1	-4.3	-3.0	-0.4	-7.4	-0.2	3.5	-13.8	-4.2
COCCNCCOc1ccc(C(C)(C)c2ccccc2)cc1	2.0	1.6	6.4	-1.9	-1.6	-7.0	0.2	-2.2	3.2	0.3
CC(C)N1CCN(Cc2cc3c(cc2Cl)OCO3)CC1CCO (configuration not stated)	2.7	-5.6	-1.8	0.5	5.6	7.5	0.1	-3.0	-3.3	5.0
COc1ccc(C(=O)C2CCCN(Cc3cnc(C)s3)C2)c(OC)c1 (configuration not stated)	3.5	-3.4	1.5	0.4	-0.5	-3.3	0.8	0.2	-1.6	3.9
CN(C)C(=O)Oc1cccc(-c2cn3cc(Cl)ccc3n2)c1	-0.1	-8.3	-2.1	-20.5	-0.6	5.3	-0.1	9.4	-5.1	-6.4
COC(=O)C1=C(c2ccc(OCc3ccccc3)cc2)C[C@@H]2CC[C@H]1N2C(=O)NCc1ccc2c(c1)OCO2	0.1	-3.0	0.4	8.5	13.5	-14.1	0.6	3.3	-1.2	5.3
O=C(NC(CCC(O)CO)P(=O)(Oc1ccccc1)Oc1ccccc1)OCc1ccccc1 (configuration not stated)	-0.8	0.1	-0.8	0.5	-5.8	.	0.2	.	3.2	3.9
C#C[C@]1(O)CCC2C3C(=O)C=C4C=CCC[C@]4(C)C3CC[C@@]21C (some centres not stated)	1.6	7.3	2.9	-1.8	3.0	2.7	-0.7	3.2	-2.4	-3.8
CCN1CC2([N+](=O)[O-])CC=C(Cl)C([N+](=O)[O-])(C1)C2 (configuration not stated)	1.0	3.4	-1.5	-1.9	0.4	8.4	-0.4	0.7	3.5	-6.3
N=C1C(c2ccccc2)=C(O)CN1Cc1ccco1	-2.7	-0.4	-1.8	-2.0	-1.5	-1.6	0.4	2.7	0.8	4.0
CC(=O)N1CC(=O)Nc2ccc(F)cc2C1c1ccccc1 (configuration not stated)	2.2	-2.2	1.9	0.1	-6.3	0.5	0.5	-1.3	-4.1	-0.8
O=C(OCC(=O)c1ccc([N+](=O)[O-])cc1)/C(=C\c1ccc(Cl)cc1)NC(=O)c1ccccc1	3.0	-0.8	-1.6	0.4	-3.3	1.1	-0.2	10.2	0.1	-3.9
COc1ccc(CC2C(=O)NC(C)C(=O)N(C)C3C(=O)N(C)C(Cc4ccc(O)c(c4)Oc4ccc(cc4)C3O)C(=O)NC(C)C(=O)NC(C)C(=O)N2C)cc1 (configuration not stated)	-0.2	0.3	-0.7	-2.6	4.3	9.0	-0.3	-1.5	1.7	8.5
O=C1OCCC1NC1=NCCC1 (configuration not stated)	6.0	-1.8	6.0	-2.3	1.3	2.7	-0.1	7.9	1.2	0.6
CCC(C)N1Cc2ccccc2C1=N (configuration not stated)	1.2	3.9	-2.0	-1.5	-4.2	-2.6	0.1	-13.2	2.7	2.5
O=P(C(c1ccc2c(c1)OCO2)N1CCOCC1)(N1CCOCC1)N1CCOCC1 (configuration not stated)	-0.1	-2.6	-1.5	-4.2	-2.3	-4.0	0.2	-6.0	1.8	5.0
O=C1CN=C(c2ccccc2)c2oc3ccc(Br)cc3c2N1	-3.2	-4.9	-1.2	-2.8	0.4	-17.3	-0.1	-11.5	-7.0	3.1
CNCC(O)c1ccc(O)cc1 (configuration not stated)	1.1	-4.4	-2.5	-1.0	-4.8	-3.0	0.5	-0.9	5.2	-1.3
Nc1ccc2ccccc2c1	-18.8	-2.1	-1.3	-25.4	-11.5	2.1	-3.2	10.6	-26.3	3.3
CCOP(=O)(OCC)C(NC(=O)CC(C)C)C(Cl)(Cl)Cl (configuration not stated)	2.0	-1.3	-1.3	-3.2	0.1	8.6	-0.1	-8.0	-0.2	-3.2
NC(Cc1ccc(Cl)cc1)c1csc(Nc2ncccn2)n1 (configuration not stated)	1.1	0.1	-1.9	-0.6	-7.8	5.7	-0.1	9.6	1.3	5.5
C[C@@H]1CN([C@H](C)CO)C(=O)CCCn2nncc2CO[C@@H]1CN(C)C(=O)Oc1ccc2ccccc2c1	-3.2	-1.7	-0.4	-2.4	7.4	-7.1	-0.7	-2.4	-2.1	-0.5
CCN1CCN(S(=O)(=O)c2ccc(Cl)c(C(=O)Nc3ccc(C(=O)N(CC)CC)cc3)c2)CC1	-0.5	-0.3	-0.6	-1.0	-6.9	-5.3	-0.7	-9.2	-7.1	-4.0
COc1ccc(-n2c(/C=C/c3ccc(O)c(OC)c3)nc3ccccc3c2=O)cc1	i	-3.2	-4.3	-7.9	-5.2	9.3	-1.4	5.1	i	-10.0
CC(C)(C)C(O)C(Oc1ccc(Cl)cc1)n1cncn1 (configuration not stated)	-1.4	1.3	0.3	-4.4	-2.5	13.2	-0.7	16.1	3.4	-3.3
Cc1cccc(C)c1-n1nnnc1C(CCc1ccccc1)N1CCC(n2c(=O)[nH]c3ccccc32)CC1 (configuration not stated)	-0.2	6.7	4.0	-4.7	3.3	12.7	0.1	16.2	3.0	-10.8
CC1(O)CCC2C3CCC4=CC(=O)CCC4=C3C=CC21C (configuration not stated)	-408.1	-7.7	-1.9	-104.8	1.6	-3.1	14.2*	1.3	i	-2.7
O=C(CN1CCCC1=O)NCCc1ccccc1	0.6	4.4	1.5	-3.7	-2.0	6.7	0.1	-2.8	-1.2	-1.8
Cc1cc(/C=C2/C(=O)NC(=O)N(c3ccccc3)C2=O)c(C)n1-c1ccc(F)cc1	-5.7	-0.2	-2.8	-0.8	-5.3	-3.3	0.1	-7.3	-10.8	5.1
CN(C(=O)Oc1ccc(Cl)c2cccnc12)c1ccccc1	1.6	7.3	21.3*	-1.6	-0.4	-11.4	-0.1	2.0	-0.8	9.4
CSCc1nnc2n1-c1ccc(Cl)cc1C(c1ccccc1)=NC2	-0.1	-0.6	1.7	4.8	2.7	12.0	0.3	11.8	-200.5	-4.0
CCN1c2nc3c(C)cccn3c(=O)c2CC2(C(=O)N(C)C(=O)N(C)C2=O)C1C (configuration not stated)	-6.7	0.1	1.1	-4.1	-0.8	-1.9	1.1	14.5	-9.9	7.7
Cc1cccc(N2C(=O)NC(=O)/C(=C\c3cc(C)n(-c4sc5c(c4C#N)CCCC5)c3C)C2=O)c1C	-8.0	0.6	1.3	0.3	-5.7	-12.4	-0.6	-8.8	-12.1	-3.5
CCOC(=O)c1ccc(N2C(=O)CC(N3CCC(C#N)(c4ccccc4)CC3)C2=O)cc1 (configuration not stated)	1.2	1.7	9.9	-2.3	0.3	7.1	-0.1	-1.7	-1.0	4.8

Reprinted from above for reference:
SMILES	PLC-gamma1 inh	MBD2 inh	UHRF1 MBD2 ctr	ADAM17 inh	DDE Tn7 FP inh	ARFGAP1 inh	proKLK7 act	ASAP1 GAP inh	PLC-beta3 inh	Tn6 DDE FP
CC(C)(C)C(O)C(Oc1ccc(Cl)cc1)n1cncn1 (configuration not stated)	-1.4	1.3	0.3	-4.4	-2.5	13.2	-0.7	16.1	3.4	-3.3
Cc1cccc(C)c1-n1nnnc1C(CCc1ccccc1)N1CCC(n2c(=O)[nH]c3ccccc32)CC1 (configuration not stated)	-0.2	6.7	4.0	-4.7	3.3	12.7	0.1	16.2	3.0	-10.8
